Screening results (PubChem BioAssay)
CYP2C9 act – activators of human CYP2C9; activation factor at 5 µM; AID 1024; P11712; actives 1.4% (n = 96,000); recombinant CYP2C9, luciferin-H conversion, luminescence; stronger effect = higher value; factor 1 = untreated enzyme, 0 = blocked;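 active = activation factor of 2 or more for CYP2C9 at a 5 µM dose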;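 also: 0 = sulfaphenazole-blocked wells and 1 = vehicle-only wells; values of inactives mirror those of a sister screen read the other way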
PLAP activator – human PLAP activation; P05187; purified PLAP enzyme, luminescent substrate read-out; stronger effect = higher value; activation fold at 20 µM; actives 1.2% (n = 96,000); AID 696; in the data active = activation fold above about 2
Mac1 fbg enh – enhancers of human CD11b/CD18 binding to fibrinogen; P05107+P11215; K562 CD11b/CD18 adhesion to fibrinogen, ATPlite luminescence; activation, % at 10 µM; actives 0.07% (n = 93,000);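 active = 10 µM primary screen giving 50% or more activity, confirmed by 40% or more on retest at that dose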; also: strong numbers were not always called active; reference of the scale not given here
PTK2B oligo ant – antagonists of human Pyk2 oligomerization; Q14289; Q293 cells, Pyk2 FERM NanoBiT luminescence; stronger effect = lower value; z-score (the deposit names both 25 µM and 10 µM); actives 0.83% (n = 99,000); AID 1347419;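 active = Z-score of -3 or lower, scaled per plate to the spread of control and sample wells; inactive = z-score above -3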;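 also: negative z-score means lost luminescence so less FERM oligomerization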
Target sequence (Q14289 whole entry, looked up): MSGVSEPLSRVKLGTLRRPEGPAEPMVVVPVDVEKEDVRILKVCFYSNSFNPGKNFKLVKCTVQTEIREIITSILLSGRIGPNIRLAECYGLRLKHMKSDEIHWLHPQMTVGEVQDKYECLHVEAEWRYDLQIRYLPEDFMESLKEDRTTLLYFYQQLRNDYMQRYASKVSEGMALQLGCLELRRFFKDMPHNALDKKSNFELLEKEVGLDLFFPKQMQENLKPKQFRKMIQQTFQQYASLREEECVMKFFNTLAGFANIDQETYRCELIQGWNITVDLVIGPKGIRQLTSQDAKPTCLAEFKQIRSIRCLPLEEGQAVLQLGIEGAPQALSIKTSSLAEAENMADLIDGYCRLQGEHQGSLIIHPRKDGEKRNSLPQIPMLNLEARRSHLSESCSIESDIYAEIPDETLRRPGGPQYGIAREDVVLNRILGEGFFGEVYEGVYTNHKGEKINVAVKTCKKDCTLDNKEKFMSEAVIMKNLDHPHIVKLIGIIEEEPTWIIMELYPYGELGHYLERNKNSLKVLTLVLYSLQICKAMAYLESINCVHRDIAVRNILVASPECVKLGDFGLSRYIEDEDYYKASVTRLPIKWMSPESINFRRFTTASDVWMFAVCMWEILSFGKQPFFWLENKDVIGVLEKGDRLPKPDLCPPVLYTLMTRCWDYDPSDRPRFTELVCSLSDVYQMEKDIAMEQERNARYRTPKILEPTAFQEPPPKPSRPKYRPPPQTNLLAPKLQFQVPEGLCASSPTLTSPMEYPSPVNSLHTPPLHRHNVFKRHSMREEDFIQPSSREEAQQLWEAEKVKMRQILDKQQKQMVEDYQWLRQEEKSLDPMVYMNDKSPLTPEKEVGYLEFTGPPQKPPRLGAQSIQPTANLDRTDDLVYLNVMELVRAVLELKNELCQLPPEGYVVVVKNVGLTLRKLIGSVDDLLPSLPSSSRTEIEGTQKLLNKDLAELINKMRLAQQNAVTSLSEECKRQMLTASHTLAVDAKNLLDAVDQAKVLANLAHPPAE
Mac1 fbg inh – inhibitors of human CD11b/CD18 binding to fibrinogen; inhibition, % at 10 µM; AID 1497; K562 CD11b/CD18 adhesion to fibrinogen, ATPlite luminescence; Mn2+ added to activate the integrin; actives 0.54% (n = 93,000); P05107+P11215;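 active = primary inhibition of 50% or more at 10 µM, then 40% or more on retest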; also: some results filed as inactive read as strong as hits
CYP2C19 inhib – human CYP2C19 inhibition. P33261. CYP2C19 Supersomes, luciferin-H EGE luminescence, 30 min. inhibition, % at 5 µM. actives 21% (n = 96,000). AID 778;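 active = CYP2C19 inhibition above a set limit at 5 µM in the primary screen, cut at about 50% in these data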;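 also: plate controls were negative control wells for no effect and 2.5 mM tranylcypromine positive control for full effect; values of inactives mirror those of a sister screen read the other way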
MT1-MMP txn act – activates MT1-MMP transcription; HT1080 MT1-MMP promoter luciferase reporter, luminescence, overnight; stronger effect = higher value; activation factor at 10 µM; actives 0.16% (n = 86,000); AID 750;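 active = activation factor of at least 2 for MT1-MMP transcription at 10 µM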
CYP2C19 activ – increases human CYP2C19 enzyme activity; activation factor at 5 µM; recombinant CYP2C19, luciferin-H EGE luminescence; stronger effect = higher value; 0 = fully inhibited enzyme, 1 = untreated enzyme; 96,000 tested, under 10 active; P33261;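 active = activation factor of at least 2 at 5 µM in the primary screen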;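 also: 0 = wells with 2.5 mM tranylcypromine and 1 = vehicle-only wells; values of inactives mirror those of a sister screen read the other way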
CYP2C9 inh – inhibitors of human CYP2C9; inhibition, % at 5 µM; CYP2C9 Supersomes, luciferin-H conversion, luminescence; AID 777; actives 20% (n = 96,000); P11712;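 active = blocking of liver enzyme CYP2C9 beyond about 50% at 5 µM, limit read from the data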; also: values of inactives mirror those of a sister screen read the other way
An asterisk follows results filed as active; . = not tested or not shown.

nr	molecule	CYP2C19 activ	CYP2C9 act	PLAP activator	CYP2C19 inhib	Mac1 fbg enh	PTK2B oligo ant	Mac1 fbg inh	MT1-MMP txn act	CYP2C9 inh
1	CCCCn1c(N)c(N(CCOC)C(=O)CSc2nc3ccc(C)cc3[nH]2)c(=O)[nH]c1=O	1.1	1.1	1.1	-13	-3	-0.35	-8	1.2	-10
2	CCOc1cc2[nH]c(=O)n(CCCC(=O)NCc3ccco3)c(=O)c2cc1OCC	1.1	0.9	1	-6	-3	-0.13	0	1	6
3	COC(=O)CCC(=O)COc1ccc(OC)cc1C#N	0.9	1.1	1	14	8	0.2	0	1.3	-9
4	CC(C)=C1SC(N2CCCCC2)=NC1=O	0.9	1	1	8	-2	-0.11	-5	1.3	1
5	COc1ccc(NC(=O)CSc2nc(C)c3c(c2C#N)CCCC3)cc1	0.8	0.8	0.9	20	0	-2.3	0	1.1	21
6	O=C(NCc1ccc(Cl)cc1)C1CCCN(S(=O)(=O)c2cnc[nH]2)C1 (centres undefined)	0	0	1.8	99*	10	.	-11	1.1	96*
7	COCCOC(=O)C1=C(N)OC2=C(C(=O)CCC2)C1c1cccnc1 (centres undefined)	0.4	1	0.9	61*	-1	0.79	2	0.9	-2
8	CCCCOC(=O)C(C)c1c(C)[nH]c(=S)[nH]c1=O (centres undefined)	0.9	0.9	1.1	8	1	0.11	-24	1.2	6
9	CCOc1ccc(OCCOc2cccc(C(F)(F)F)c2)cc1	0.7	1.5	1.1	26	0	0.69	3	.	-47
10	O=S(=O)(c1cccc(NC(=S)Nc2ccc(Br)cc2Cl)c1)N1CCOCC1	0.7	0.9	1.3	28	-13	0.73	38	.	14
11	COC(=O)C1Cc2c([nH]c3ccccc23)C(C)N1 (centres undefined)	0.5	2.6*	1.3	50*	-2	0.1	-19	1.1	-159
12	Cc1ccc(N2CCN(c3ccc(C)cc3)C2c2ccccn2)cc1	0.7	1	0.9	27	0	-0.86	2	1.1	1
13	Cc1nc2ccccc2c2oc(C(=O)N3CCN(C4CCCCC4)CC3)cc12	1	0.8	1.4	-1	3	.	21	1.1	19
14	CCOC(=O)C1CCN(C(=O)CN(Cc2ccc(Cl)cc2)S(C)(=O)=O)CC1	0.6	0.8	1.4	42	-1	0.22	-18	0.9	18
15	CC(C)N1C(=O)/C(=C/c2nc3ccccc3c(=O)n2-c2ccccc2)c2ccccc21	0.8	0.7	1	22	0	-2.8	11	.	29
16	N#Cc1cc2c(nc1SCc1cccnc1)CCCC2	0.2	0.4	0.8	78*	0	-1.1	-9	1.2	60*
17	O=C(CNC(=O)c1ccccc1)NCC(=O)OCc1ccc(Cl)cc1	0.9	1	0.9	7	.	-0.16	.	.	4
18	COc1ccc(NC(=S)NCCSc2ccc(Cl)cc2)c(OC)c1	0.6	1.5	1.2	44	6	0.76	3	.	-49
19	CN1CCN(S(=O)(=O)c2ccc(Cc3ccc(S(=O)(=O)N4CCN(C)CC4)cc3)cc2)CC1	0.8	0.9	1.5	15	-3	1	-9	1.2	14
20	Cn1c(=O)c2c(O)cc(=O)n(-c3ccccc3)c2n(C)c1=O	1.1	1.2	0.9	-9	-3	0.56	1	1.3	-16
21	Cc1ccc2[nH]c(-c3ccccc3)c(CN3CCOCC3)c(=O)c2c1	1	1.2	1	2	-1	0.85	-41	.	-16
22	Cc1cc(-c2cccs2)nc(-n2cccc2)n1	1	0.9	0.8	5	.	0.37	.	.	12
23	CC(=O)Nc1ccc(S(=O)(=O)N2CCN(c3cccc(C)c3C)CC2)cc1	0.6	0.2	0.9	40	0	.	0	1.1	75*
24	Cc1cccc(Cn2c(N(C)CCO)nc3c2c(=O)[nH]c(=O)n3C)c1	1	1	1	4	-5	.	-22	1.1	-3
25	COc1ccc(-c2nnc(CSc3nnc(-c4ccncc4)n3C3CCCCC3)o2)cc1OC	0.8	0.7	1.6	17	-2	0.48	-7	1.1	27
26	COC(=O)c1sccc1NC(=O)CSc1ccc(Cl)cc1	0.9	0.8	0.9	6	.	-0.81	.	.	17
27	COC(=O)c1ccccc1NC(=O)C1COc2ccccc2O1 (centres undefined)	0.1	1.3	0.8	90*	7	-1.2	-20	1.3	-32
28	CCN1C(=O)CC(N2CCN(c3ccc(C(=O)c4ccncc4)cc3)CC2)C1=O (centres undefined)	0.7	1.1	1.2	28	0	-0.27	10	1.2	-13
29	COc1cc(C(=O)NCc2nnc(SCC(=O)Nc3cc(C)cc(C)c3)o2)cc(OC)c1OC	1.1	1.1	1.2	-13	6	-0.13	-1	.	-10
30	CC1CCN(CCC(=O)N2CCCc3c2c(=O)oc2ccc(O)cc32)CC1	0.9	1.3	1	6	0	0.25	12	1.2	-29
31	COc1ccccc1NC(=O)CSc1nnc(CNC(=O)COc2ccc(Cl)cc2)o1	0.4	2.2*	1.7	59*	0	-0.66	7	1	-122
32	CCC(=O)Nc1cccc(Oc2nc(C)cc(C)c2C#N)c1	1.1	1.1	0.8	-6	-1	.	4	.	-10

An excerpt from above in order of their number in MT1-MMP txn act, falling:
nr	molecule	CYP2C19 activ	CYP2C9 act	PLAP activator	CYP2C19 inhib	Mac1 fbg enh	PTK2B oligo ant	Mac1 fbg inh	MT1-MMP txn act	CYP2C9 inh
27	COC(=O)c1ccccc1NC(=O)C1COc2ccccc2O1 (centres undefined)	0.1	1.3	0.8	90*	7	-1.2	-20	1.3	-32
30	CC1CCN(CCC(=O)N2CCCc3c2c(=O)oc2ccc(O)cc32)CC1	0.9	1.3	1	6	0	0.25	12	1.2	-29
25	COc1ccc(-c2nnc(CSc3nnc(-c4ccncc4)n3C3CCCCC3)o2)cc1OC	0.8	0.7	1.6	17	-2	0.48	-7	1.1	27
31	COc1ccccc1NC(=O)CSc1nnc(CNC(=O)COc2ccc(Cl)cc2)o1	0.4	2.2*	1.7	59*	0	-0.66	7	1	-122

Profiles, looked up by structure. Order of screens: CYP2C19 activ	CYP2C9 act	PLAP activator	CYP2C19 inhib	Mac1 fbg enh	PTK2B oligo ant	Mac1 fbg inh	MT1-MMP txn act	CYP2C9 inh
Listed for `CC1CCN(CCC(=O)N2CCCc3c2c(=O)oc2ccc(O)cc32)CC1` = 0.9	1.3	1	6	0	0.25	12	1.2	-29
Listed for `COC(=O)c1ccccc1NC(=O)C1COc2ccccc2O1` (centres undefined) = 0.1	1.3	0.8	90*	7	-1.2	-20	1.3	-32

The results go on:
nr	molecule	CYP2C19 activ	CYP2C9 act	PLAP activator	CYP2C19 inhib	Mac1 fbg enh	PTK2B oligo ant	Mac1 fbg inh	MT1-MMP txn act	CYP2C9 inh
33	O=C(CSc1nnc(-c2cccs2)n1-c1cccc(Cl)c1)c1cccc2c1OCCO2	0.3	0.2	1.2	72*	-4	-3.1*	-26	1.1	85*
34	CCOC(=O)/C(C#N)=C\c1cc(C)n(-c2ccccc2)c1C	0.8	0.8	0.8	21	-2	-1.7	-2	1.9	22
35	COc1cccc(Nc2nc(=O)[nH]nc2C)c1	1.1	1.1	0.8	-12	2	-0.26	-14	1	-12
36	Cc1ccc(C(=O)CSc2ccccn2)cc1	0.2	0.6	0.7	82*	-1	0.17	-18	1.2	43
37	CN(Cc1ccccc1)c1ncnc2c1cnn2-c1ccccc1	0.6	0.5	1.2	37	-4	-1.5	38	1.4	49
38	CCOC(=O)Cc1nnc(NC(=O)CC)s1	1	1.1	0.9	-4	2	1.1	-11	0.9	-6
39	O=C(Nc1ccccc1)c1c(F)cccc1F	0.8	0.9	1.3	18	-3	0.74	4	1.2	8
40	O=C(Nc1cnc2sccn2c1=O)c1ccc(Cl)cc1Cl	0.9	1.6	1.1	7	4	0.69	-1	.	-58
41	CCNS(=O)(=O)c1ccc(Br)c(OC)c1	0.7	2.2*	0.8	29	-5	-0.68	-1	1	-116
42	CC(C)C(=O)NC(NCC1CCCO1)C(Cl)(Cl)Cl (centres undefined)	0.7	0.9	1.2	32	-3	0.35	-3	.	13
43	Cc1cccc(NC(=O)c2ccc(COc3ccc(Cl)cc3Cl)o2)n1	0.6	0.4	1.1	44	3	1.9	41	0.9	56*
44	COc1ccc(-c2cc(C(F)(F)F)c(C#N)c(SCC(=O)Nc3ccc(C)cc3)n2)cc1	0.9	0.5	0.9	12	4	0.56	12	.	49
45	Cn1c(COc2ccccc2)nnc1SCC(=O)Nc1ccc(S(N)(=O)=O)cc1	0.9	0.7	1	10	-6	1	-8	1.3	25
46	CCn1c(SC)nnc1C1CCN(S(=O)(=O)c2ccc(OC)cc2)CC1	1	1.6	0.9	-2	.	0.66	.	.	-57
47	Cn1c(CNc2nc(-c3ccccc3)cs2)nnc1SCC(=O)c1ccccc1	0.1	0.3	1.4	86*	-3	1.3	1	1.2	66*
48	Cc1nn(CCc2n[nH]c(=S)n2-c2ccc(F)cc2)c(C)c1[N+](=O)[O-]	1.1	0.8	1.1	-12	-3	1.2	-3	.	20

Not a retest: entries from further up.
nr	molecule	CYP2C19 activ	CYP2C9 act	PLAP activator	CYP2C19 inhib	Mac1 fbg enh	PTK2B oligo ant	Mac1 fbg inh	MT1-MMP txn act	CYP2C9 inh
44	COc1ccc(-c2cc(C(F)(F)F)c(C#N)c(SCC(=O)Nc3ccc(C)cc3)n2)cc1	0.9	0.5	0.9	12	4	0.56	12	.	49
45	Cn1c(COc2ccccc2)nnc1SCC(=O)Nc1ccc(S(N)(=O)=O)cc1	0.9	0.7	1	10	-6	1	-8	1.3	25
46	CCn1c(SC)nnc1C1CCN(S(=O)(=O)c2ccc(OC)cc2)CC1	1	1.6	0.9	-2	.	0.66	.	.	-57
47	Cn1c(CNc2nc(-c3ccccc3)cs2)nnc1SCC(=O)c1ccccc1	0.1	0.3	1.4	86*	-3	1.3	1	1.2	66*
48	Cc1nn(CCc2n[nH]c(=S)n2-c2ccc(F)cc2)c(C)c1[N+](=O)[O-]	1.1	0.8	1.1	-12	-3	1.2	-3	.	20

(list continues)
nr	molecule	CYP2C19 activ	CYP2C9 act	PLAP activator	CYP2C19 inhib	Mac1 fbg enh	PTK2B oligo ant	Mac1 fbg inh	MT1-MMP txn act	CYP2C9 inh
49	C=CCc1c(C)nc(SCc2nc3ccccc3c(=O)[nH]2)[nH]c1=O	0.8	0.3	1.4	16	-1	-0.01	4	1.1	67*
50	CN(CCNC(=O)c1ccc(/C=N/O)nc1)Cc1ccccc1	.	.	.	.	1	-0.25	-4	1	.
51	CCCCn1c(/N=C/c2ccc3c(c2)OCO3)nc2ccccc21	1.1	1.2	1.1	-9	4	0.38	-31	1	-18
52	FC(F)(F)c1nnc2c(Sc3ccccc3)nc3ccccc3n12	0.9	1.2	0.8	9	22	1.8	-5	.	-17
53	CCOC(=O)c1nnn(-c2nonc2-n2cccc2)c1CN1CCCCC1	0.9	0.7	1.1	11	2	-0.42	5	1.2	33
54	O=C(O)c1ccc2c(c1)C(=O)N(c1ccc(Cl)cn1)C2=O	0.9	0.9	0.9	7	-4	.	12	1	8
55	O=C(CN1C(=O)CC(c2ccco2)Sc2ccccc21)NCC1CCCO1 (centres undefined)	1	1	1.2	-3	-2	-0.05	2	1.1	0
56	Cc1ccc(Nc2nnc(SCc3cc(=O)n4ccsc4n3)s2)c(C)c1	0.6	0.6	1.7	39	2	0.1	-3	1	41
57	Cc1cc(=O)oc2c(N)c(O)ccc12	1.1	1	1	-11	-1	.	-40	1.2	-2
58	CCN(CC)C(=O)Cn1cnc2sc(C(=O)Nc3cc(OC)c(OC)c(OC)c3)c(C)c2c1=O	0.2	0.1	1.6	79*	-4	0.27	-10	1.3	92*
